# ERAP1 HTS inh – inhibitors of human ERAP1 aminopeptidase; Q9NZ08; recombinant ERAP1, Leu-AMC fluorescence, 60 min; inhibition, % at 10.7 µM; 340,000 tested, 0.15% active; AID 652197;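 active means mean replicate inhibition of at least 30%, or all replicates individually reaching that 30% level; inactive means mean below 30% and not every replicate reaching it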;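 further: 0% = neutral control wells and 100% = L-leucinethiol positive control wells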
# PglD DTNB – inhibitors of Campylobacter jejuni PglD acetyltransferase; purified PglD enzyme, DTNB colorimetric CoA detection; inhibition, % at 12.5 µM; 360,000 tested, 0.098% active; AID 602405; in the data active means inhibition above about 16%, passing the limit was not always enough; inconclusive means no clear call, values can overlap the other calls; further: strong numbers were not always called active
# Cneo AK release – causes C. neoformans cell lysis; adenylate kinase release luminescence, 4 h; normalised: neutral wells 0, clomiphene wells 100; lysis activity, % at 15 µM; 360,000 tested, 0.2% active;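 active means mean lysis activity across replicates of at least 80%, whatever share of replicates individually reach that level; inactive means mean lysis activity below 80%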
#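 Signal: Adenylate kinase release luminescence | Assay system: Log-phase Cryptococcus neoformans yeast cells | Input: Cells at 5 × 10^6 per mL | Buffer or medium: Fresh YPD growth medium | Compound: Single dose | Schedule: Static 4 h at 37 °C with compound, 1 h detection | Controls: Clomiphene | Read-out: Luminescence rise reflecting yeast cell lysis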
# miR122 inh – blocks miR-122 activity in Huh7 sensor cells; 340,000 tested, 0.3% active; AID 602342; activation (reporter increase), % at 12.5 µM; Huh7 miR-122 Renilla luciferase sensor, 48 h; neutral wells = 0, positive control = 100;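 active means mean replicate activation score at least 90 and every replicate individually at or above 90; inconclusive means only one of the two criteria met; inactive means neither criterion met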;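 further: higher luciferase means less miR-122 activity so hits act as miR-122 inhibitors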
# RAD52 inh – RAD52 (human) annealing inhibition | P43351 | recombinant RAD52 DNA annealing, FRET fluorescence | inhibition, % at 18.7 µM | 360,000 tested, 0.46% active;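 active means every replicate showing at least 50% inhibition; inconclusive means mean inhibition at least 50% but not in every replicate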
# Target sequence (P43351 whole entry, looked up): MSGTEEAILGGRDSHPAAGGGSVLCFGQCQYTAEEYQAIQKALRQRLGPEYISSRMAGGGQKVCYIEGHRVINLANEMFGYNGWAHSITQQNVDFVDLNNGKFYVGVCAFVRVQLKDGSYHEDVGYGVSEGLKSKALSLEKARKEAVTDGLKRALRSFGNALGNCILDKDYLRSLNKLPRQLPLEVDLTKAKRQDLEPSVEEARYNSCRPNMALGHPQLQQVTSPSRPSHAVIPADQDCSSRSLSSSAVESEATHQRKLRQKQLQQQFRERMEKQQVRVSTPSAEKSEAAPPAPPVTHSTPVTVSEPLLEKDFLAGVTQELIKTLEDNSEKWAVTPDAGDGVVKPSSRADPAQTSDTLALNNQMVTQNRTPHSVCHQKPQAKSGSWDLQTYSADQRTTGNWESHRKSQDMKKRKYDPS
# E-selectin induc – induces E-selectin expression in human endothelial cells | activation, % at 7.58 µM | 260,000 tested, 0.37% active | HUVEC E-selectin immunofluorescence imaging; normalized: neutral wells 0, TNF-alpha wells 100 | AID 686992;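 active means mean E-selectin-positive cell signal at least 10% of the positive control, reached in at least 60% of replicates, without over 20% cell loss; inconclusive means no rule given, readout overlaps actives, possibly toxicity-flagged; inactive means the rest, including those meeting only one limit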;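 further: in these data hits start at about 27%; measured in HUVEC primary endothelial cells; signal is the percent of cells scored E-selectin positive by PE staining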
# Target sequence (P16581 whole entry, looked up): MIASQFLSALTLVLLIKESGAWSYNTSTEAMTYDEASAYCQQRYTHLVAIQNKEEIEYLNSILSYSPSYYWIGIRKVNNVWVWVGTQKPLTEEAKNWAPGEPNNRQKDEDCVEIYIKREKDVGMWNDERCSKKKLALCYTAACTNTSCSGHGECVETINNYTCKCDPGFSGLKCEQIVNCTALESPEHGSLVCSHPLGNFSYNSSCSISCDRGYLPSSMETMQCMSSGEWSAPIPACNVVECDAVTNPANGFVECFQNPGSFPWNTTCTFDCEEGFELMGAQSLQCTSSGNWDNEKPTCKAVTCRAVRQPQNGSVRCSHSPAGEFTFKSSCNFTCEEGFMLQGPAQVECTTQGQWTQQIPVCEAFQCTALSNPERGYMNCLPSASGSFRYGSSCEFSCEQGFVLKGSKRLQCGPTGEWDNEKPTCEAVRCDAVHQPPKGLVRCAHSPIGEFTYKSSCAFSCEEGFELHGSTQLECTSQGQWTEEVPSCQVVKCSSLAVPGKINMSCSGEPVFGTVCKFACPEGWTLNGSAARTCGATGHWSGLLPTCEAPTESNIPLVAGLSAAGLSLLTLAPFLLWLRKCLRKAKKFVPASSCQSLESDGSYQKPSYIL
#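 Material: HUVEC primary endothelial cells; Amount: 3,000 cells per well; Dosing: single concentration; Medium: EGM-2 growth medium on 0.1% gelatin-coated wells; Read-out basis: percent E-selectin-positive cells; Signal: immunofluorescence imaging; Control set: TNF-alpha, DMSO.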
# RAD54 branch – blocks human RAD54 Holliday junction branch migration; Q92698; FAM/BHQ fluorescence; inhibition, % at 10.4 µM; 360,000 tested, 0.14% active; AID 602329;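 active means mean normalized replicate activity at least 40 and at least half of replicates scoring 40 or more; inconclusive means only one of the two criteria met; inactive means mean below 40 and under half of replicates reaching 40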;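 further: 0% = median of neutral control wells and 100% = median of positive control wells; inhibitors cause a drop in the FAM fluorescence signal; in these data hits start at about 50%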
# PGC1a acetyl inh – modulators of PGC1a acetylation; 350,000 tested, 0.17% active; inhibition, % at 15.6 µM; U2OS PGC1a acetylation, AlphaScreen anti-acetyl-lysine; with virally co-expressed GCN5 acetyltransferase; AID 651687;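 active means every replicate shows inhibition of at least 40%; inconclusive means mean inhibition at least 40% but some replicate below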;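 further: 0% = neutral control wells and 100% = positive control wells; some results beyond the cut were filed as inactive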
# * hit, by the source's call; ? = inconclusive; . = not tested or not shown; & = joins results of further samples; [ ] = another dose, or the depositor's remark.
1) CC(=O)c1cccc(N(CC(=O)O)S(C)(=O)=O)c1
2) Cc1ccc(CNc2nc(-c3cccs3)nc3ccccc23)cc1
3) CCOC(=O)C1CCCN(C(=O)c2[nH]c(C(F)(F)F)nc2-c2ccccc2)C1 (stereo not given)
4) CC(=O)N1N=C(c2ccc(Br)cc2)CC1c1cccc([N+](=O)[O-])c1 (stereo not given)
5) c1ccc(OCCSc2nnc3sc4ccccc4n23)cc1
6) O=C1CCC(=O)N1c1nc2nc(-c3ccccc3)cc(-c3ccccc3)n2n1
7) C[C@H](CO)N1C[C@H](C)[C@@H](CN(C)C(=O)Nc2ccc3c(c2)OCO3)Oc2ccc(NS(=O)(=O)c3ccc(F)cc3)cc2C1=O
8) O=C(CN(C(=O)Cn1nnc(-c2cccs2)n1)c1cnc2ccccc2c1)NCC1CCCO1 (stereo not given)
9) CC1(C)NC(=O)N(CC(O)CN(c2ccccc2)S(=O)(=O)c2ccc([N+](=O)[O-])cc2)C1=O (stereo not given)
10) CCc1nnc(NS(=O)(=O)c2ccc(NC(=S)NC(=O)c3ccc(OC)cc3)cc2)s1

compound no.	1	2	3	4	5	6	7	8	9	10
ERAP1 HTS inh	.	0.2	2.5	6.0	-1.4	.	-0.8&1.2	.	-1.7	.
PglD DTNB	-14.7	3.8	-4.2	-3.4	-1.7	0.0	-2.9&-2.7	-3.4	-1.9	6.0
Cneo AK release	-0.1	1.8	1.0	3.1	-2.8	-7.4	-0.7&3.5	-4.1	2.4	-3.4
miR122 inh	-4.6	.	-3.9	-8.4	0.6	5.8	-3.6[16.7 µM]	0.6	-8.2	5.1
RAD52 inh	.	-14.6	-6.1	-7.7	-2.9	.	-1.2&-1.6	.	1.3	.
E-selectin induc	.	.	-1.4	?	.	.	0.2&0.9	.	1.1	3.5
RAD54 branch	-0.6	-0.6	-2.7	5.1	10.5	-2.6	1.8&2.8	9.7	3.2	3.1
PGC1a acetyl inh	1.0	.	-0.6	-4.4	-2.1	-3.3	4.1&4.9	15.5	7.9	-4.6

11) Cc1noc(C)c1S(=O)(=O)Nc1cccc2c1O[C@@H](CN(C)CC1CCCCC1)[C@@H](C)CN([C@@H](C)CO)C2=O
12) Cn1c(N2CCOCC2)nc2c1c(=O)n(Cc1ccc(Cl)c(Cl)c1)c(=O)n2C
13) CC(=O)c1ccc(NC(=S)N2CC(C)CC(C)C2)cc1 (stereo not given)
14) Cc1cc(SCC(=O)Nc2cccnc2Cl)nc2ccccc12
15) COc1ccc(-n2cnnc2SCC(=O)NC2CCCCC2)cc1
16) O=C(C[C@@H]1CC[C@@H]2[C@H](COC[C@H](O)CN2S(=O)(=O)c2ccc(F)cc2)O1)NCC1CC1
17) O=C(c1cnn2c(C(F)(F)F)cc(-c3ccco3)nc12)N1CCCCCC1
18) CC(=O)c1ccc(OCCCC(=O)NC2CCCCC2C)cc1 (stereo not given)
19) CSc1ccccc1C(=O)NC1CCCC1
20) CS(=O)(=O)c1nc(S(=O)(=O)c2ccc(Cl)cc2)c(NCCCN2CCOCC2)s1

compound no.	11	12	13	14	15	16	17	18	19	20
ERAP1 HTS inh	1.5	.	-0.2	2.9	-2.2	-1.1	.	-4.8	-0.1	0.4
PglD DTNB	1.6	3.3	.	0.8	-4.9	2.8	0.4	-4.2	-3.4	3.3
Cneo AK release	2.5	-8.3	.	-6.0	4.3	1.0	3.8	0.3	9.6	0.9
miR122 inh	19.2[16.7 µM]	-6.2	60.1	-4.6	-4.3	-9.7[16.7 µM]	-4.3	.	0.9	1.2
RAD52 inh	-0.5	.	-13.9	-17.4	9.0	2.9	.	4.1	-14.6	5.3
E-selectin induc	2.3	.	-0.1	0.0	.	0.0	.	.	.	.
RAD54 branch	1.3	0.7	.	3.9	-0.8	-5.5	7.3	6.9	-11.6	-9.2
PGC1a acetyl inh	-8.7	1.5	.	-1.5	10.4	-1.8	-20.8	.	3.3	1.0

21) Cc1nc2ccc(C(C(F)(F)F)(C(F)(F)F)C(F)(F)F)cc2[nH]1
22) Cc1ccccc1C(=O)NCCNC(=O)c1ccccn1
23) O=C(NC12CC3CC(CC(C3)C1)C2)C12CC3CC(C1)CC(n1cnc(Cl)n1)(C3)C2
24) CNC[C@@H]1Oc2ccc(NC(=O)Cn3cnnn3)cc2CC(=O)N([C@H](C)CO)C[C@@H]1C
25) CC(=O)Nc1ccc(C(=O)OCC(=O)N(c2ccccc2)C2CCS(=O)(=O)C2)cc1 (stereo not given)
26) Cn1cnc(S(=O)(=O)N2CC[C@@H]3[C@@H](CO)Nc4ccc(C#Cc5ccccc5F)cc4[C@@H]32)c1
27) COc1ccc(CN2C(=NC(=O)C3CC3)SC3CS(=O)(=O)CC32)cc1 (stereo not given)
28) COc1ccc(-c2cnc3c(c2)C(=O)N([C@H](C)CO)C[C@H](C)[C@H](CN(C)C(=O)Nc2cccc4ccccc24)O3)cc1
29) COc1ccc(C(CNC(=O)CCNS(=O)(=O)c2ccccc2)N2CCOCC2)cc1 (stereo not given)
30) Cc1c(C(=O)NCCN(C)C)oc2ccc(S(=O)(=O)N3CCC4(CC3)OCCO4)cc12

compound no.	21	22	23	24	25	26	27	28	29	30
ERAP1 HTS inh	.	-1.4	.	4.6	-1.0	0.2	4.4	-0.9	-3.4	0.4
PglD DTNB	-3.0	0.0	-0.6	-4.2	2.0	.	-1.1	-6.3	1.2	-0.5
Cneo AK release	-3.9	3.8	0.1	-1.0	2.3	.	0.2	0.5	-1.4	2.3
miR122 inh	2.8	.	0.9	-3.5[16.7 µM]	-2.5	.	.	-7.0[16.7 µM]	-4.1	-2.1
RAD52 inh	.	-6.0	.	-1.5	-3.6	-2.8	-5.2	19.4	21.0	-16.4
E-selectin induc	-1.6	2.3	.	?	.	0.5	.	-1.5	0.3	.
RAD54 branch	1.6	-6.0	-5.4	10.4	0.2	.	-4.6	0.1	8.5	-3.9
PGC1a acetyl inh	0.3	.	9.1	-1.6	11.1	-7.1	17.2	-12.6	-3.9	0.9

# 4 compounds drawn at random from the list so far:
28) COc1ccc(-c2cnc3c(c2)C(=O)N([C@H](C)CO)C[C@H](C)[C@H](CN(C)C(=O)Nc2cccc4ccccc24)O3)cc1
20) CS(=O)(=O)c1nc(S(=O)(=O)c2ccc(Cl)cc2)c(NCCCN2CCOCC2)s1
30) Cc1c(C(=O)NCCN(C)C)oc2ccc(S(=O)(=O)N3CCC4(CC3)OCCO4)cc12
18) CC(=O)c1ccc(OCCCC(=O)NC2CCCCC2C)cc1 (stereo not given)

compound no.	28	20	30	18
ERAP1 HTS inh	-0.9	0.4	0.4	-4.8
PglD DTNB	-6.3	3.3	-0.5	-4.2
Cneo AK release	0.5	0.9	2.3	0.3
miR122 inh	-7.0[16.7 µM]	1.2	-2.1	.
RAD52 inh	19.4	5.3	-16.4	4.1
E-selectin induc	-1.5	.	.	.
RAD54 branch	0.1	-9.2	-3.9	6.9
PGC1a acetyl inh	-12.6	1.0	0.9	.

# (continued)
31) Cc1ccc(Cl)cc1N1CCN(C(=O)C2CCC(=O)N(C3CCCCCC3)C2)CC1 (stereo not given)
32) C[C@H](CO)N1C[C@H](C)[C@H](CN(C)S(C)(=O)=O)OCc2ccccc2-c2c(n(C)c3ccccc23)C1=O
33) O=C(COc1ccc(Cl)cc1)NCCS(=O)(=O)N1CCN(c2ccc(F)cc2)CC1
34) CC(C)(O)C(=O)N=Nc1c(O)[nH]c2ccccc12
35) C[C@H](CO)N1C[C@H](C)[C@@H](CN(C)Cc2ccc(C(=O)O)cc2)OCCCC[C@H](C)Oc2ccc(NC(=O)Nc3ccc(C(F)(F)F)cc3)cc2C1=O
36) C[C@H](CO)N1C[C@H](C)[C@@H](CN(C)C(=O)c2ccncc2)Oc2ncc(C#CC3CCCCC3)cc2C1=O
37) O=C(c1ccco1)N1CCN(C(=O)c2ccc(-c3ccc(Cl)cc3)o2)CC1
38) CCOC(=O)N1CCN(Cc2nc3c(c(=O)n(C)c(=O)n3C)n2Cc2ccc(F)cc2)CC1
39) CCOC(=O)/C=c1\s/c(=C\c2ccc3c(c2)OCCO3)c(=O)n1CC(=O)NCC1CCCO1 (stereo not given)
40) COCC(=O)N1CC2(C1)CN(C(=O)Nc1ccccc1F)[C@@H](CO)c1[nH]c3cc(OC)ccc3c12

compound no.	31	32	33	34	35	36	37	38	39	40
ERAP1 HTS inh	-0.1	-1.0	-2.9	4.2	-0.4	0.1	1.7	0.8	.	-2.8
PglD DTNB	-1.5	-2.2	3.6	.	-2.2	-0.6	-1.0	-1.2	3.9	.
Cneo AK release	-1.1	0.3	-1.7	.	-3.0	4.2	1.2	0.4	-1.7	.
miR122 inh	-6.3	54.0	-5.2	.	-6.0[16.7 µM]	-16.1[16.7 µM]	-0.1	.	2.2	.
RAD52 inh	-7.4	-4.7&1.0	-17.9	-5.2	17.7	-13.4	-22.4	-9.4	.	-6.2
E-selectin induc	-0.3	-0.1	0.3	-0.1	-0.3	0.0	0.2	.	.	-0.2
RAD54 branch	1.2	-3.5	6.7	.	3.0	-9.4	0.9	-10.6	-4.1	.
PGC1a acetyl inh	.	-14.3&5.2	7.3	-11.8	4.7	3.2	-7.3	.	-2.8	5.8

41) CN1C(=O)c2cc(NC(=O)c3cnccn3)ccc2OC[C@@H]2O[C@H](CC(=O)NCC3CC3)CC[C@@H]21
42) OCCC1CN(Cc2nc3c(s2)CCCC3)CCN1Cc1ccsc1 (stereo not given)
43) Cc1cccc(OCc2nnc(SCC(=O)c3cccs3)n2C)c1C
44) O=C(Cc1ccccn1)N[C@H]1C=C[C@@H](CC(=O)N2CCCCC2)O[C@@H]1CO
45) CC(=O)c1ccc(Nc2cc(C)nc3c(C)cc(C)cc23)cc1
46) N#Cc1c(Cn2cncn2)nc(=O)n(-c2ccc(Cl)cc2)c1N
47) CCCC#Cc1ccc([C@@H]2[C@H](CO)N3C(=O)CN(C(=O)c4ccncc4)C[C@@H]23)cc1
48) O=C(CCc1c[nH]c2ccccc12)NCc1ccco1
49) Cn1cnc(S(=O)(=O)N2C[C@@H](O)COC[C@H]3O[C@H](CC(=O)NCc4cccc(F)c4)CC[C@@H]32)c1

compound no.	41	42	43	44	45	46	47	48	49
ERAP1 HTS inh	-0.5	-3.7	-5.5	-3.0	10.9	-3.3	-0.1	0.2	.
PglD DTNB	.	.	-1.7	3.1	.	-2.9	.	-2.6	0.4
Cneo AK release	.	.	1.0	0.5	.	0.2	.	-4.4	6.3
miR122 inh	.	.	7.0	.	12.1	2.6	.	-1.6	-3.7[16.7 µM]
RAD52 inh	1.0	-15.9	-14.2	4.3	-25.8	-14.5	-4.0	-5.1	.
E-selectin induc	0.0	0.7	.	0.2	.	-0.1	0.5	.	0.3
RAD54 branch	.	.	4.1	-8.2	.	-0.7	.	8.7	10.5
PGC1a acetyl inh	-3.1	-5.3	-4.0	-10.0	38.7	9.1	11.9	-0.9	8.4

# Two successive compounds from above, quoted:
44) O=C(Cc1ccccn1)N[C@H]1C=C[C@@H](CC(=O)N2CCCCC2)O[C@@H]1CO
45) CC(=O)c1ccc(Nc2cc(C)nc3c(C)cc(C)cc23)cc1

compound no.	44	45
ERAP1 HTS inh	-3.0	10.9
PglD DTNB	3.1	.
Cneo AK release	0.5	.
miR122 inh	.	12.1
RAD52 inh	4.3	-25.8
E-selectin induc	0.2	.
RAD54 branch	-8.2	.
PGC1a acetyl inh	-10.0	38.7
